Sm TGR block = S. mansoni TGR enzyme inhibition | Q962Y6 | Potency, µM (titrated, usually from 114 µM), for inactives: at the top dose activity change, negative = inhibition, actives largely listed as inhibitors | purified TGR, DTNB reduction, TNB absorbance 405 nm | 360,000 tested, 3% active; further: potency means the concentration at half of the fitted maximal effect; nearly all actives have a fitted effect of over 60% in size
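TGR 20 nM + NADPH 100 uM (dispensed conc.), cpd preinc 15 min RT; start with NADPH (500 uM addition) then DTNB (15 mM addition). Kinetic TNB absorbance, 405 nm filter. Four-parameter Hill fit across titration.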
HCMV inh = blocks human cytomegalovirus replication; HFF cells, HCMV-luciferase reporter, 72 h; hits give low values; activity change, negative = inhibition, % at 57.5 µM; 410,000 tested, 4.5% active; in the data active means activity change below about -60%; inconclusive means no clear call, values can overlap the other calls; inactive means above about -39%
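Compounds were evaluated in HFFs infected with an HCMV luciferase reporter virus (MOI 1 PFU/cell). Luciferase in lysates collected 72 h post infection served as the replication measure.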
Giardia FBPA inh = Giardia lamblia aldolase inhibition; A8B2U2; purified Giardia FBPA; Potency, µM (titrated, usually from 59.6 µM), without a hit: top-dose activity, negative = inhibition, actives largely listed as inhibitors; 290,000 tested, 0.71% active; AID 2451; further: potency means the concentration at half of the fitted maximal effect; nearly all actives have a fitted effect of over 55% in size
Target sequence (A8B2U2 whole entry, looked up): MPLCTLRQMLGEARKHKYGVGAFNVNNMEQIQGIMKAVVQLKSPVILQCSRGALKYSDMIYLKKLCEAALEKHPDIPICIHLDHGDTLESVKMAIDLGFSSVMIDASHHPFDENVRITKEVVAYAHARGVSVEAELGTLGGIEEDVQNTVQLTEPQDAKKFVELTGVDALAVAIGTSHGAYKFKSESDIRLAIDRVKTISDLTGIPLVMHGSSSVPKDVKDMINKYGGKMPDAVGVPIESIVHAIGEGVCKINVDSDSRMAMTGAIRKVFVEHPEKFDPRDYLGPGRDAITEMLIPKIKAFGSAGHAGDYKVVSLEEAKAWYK
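Giardia FBPA (40 nM reagent) was preincubated 10 min at RT with compound (up to 57.5 uM final), then substrate plus GAPDH/TPI/NAD/arsenate coupling system with diaphorase/resazurin was added; resorufin fluorescence (525/598 nm) was read after 20 min.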
HCV inh = blocks hepatitis C virus; Huh7.5.1 HCVcc-Cre infection, luciferase reporter, 44 h; Potency, µM (highest dose often 41.8 µM), inactives show top-dose activity change, negative = inhibition, hits mostly inhibitors; 340,000 tested, 3.4% active; AID 651820; further: potency means the concentration at half of the fitted maximal effect
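After 44 h co-culture of compound, cells and HCVcc-Cre (~0.5 moi), substrate is added for 15 min at room temperature and luciferase measured over 15 sec. Cells were seeded at 1,000/well and pre-cultured 4 h.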
AMA1 RON2 block = inhibitors of Plasmodium falciparum AMA1-RON2 interaction; AlphaScreen AMA1-biotinylated RON2 peptide binding; Potency, µM (titrated, usually from 58.2 µM), without a hit: at the top dose activity change, negative = inhibition, most hits filed as inhibitors; 360,000 tested, 0.2% active; AID 720542;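 further: potency means the concentration at half of the fitted maximal effect; 0% = vehicle wells and -100% = peptide control; nearly all actives have a fitted effect of over 45% in size; some results filed as inactive show a strong effect at the top dose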
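AMA1 (3D7) with his tag at 25 nM final met compounds first, then biotinylated RON2 peptide at 25 nM; detection used donor plus acceptor beads, 10 µg/mL apiece, read by AlphaScreen after 30 min at room temperature.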
AmpC inh detg = blocks E. coli AmpC beta-lactamase in detergent assay. AmpC hydrolysis of nitrocefin, absorbance 480 nm, 0.01% Triton. Potency, µM (titrated, usually from 114 µM), inactives show top-dose activity change, negative = inhibition, actives largely listed as inhibitors. 370,000 tested, 0.041% active;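 further: potency means the concentration at half of the fitted maximal effect; 0% = no-compound wells and -100% = no-enzyme wells; nearly all actives have a fitted effect of over 25% in size; some results filed as inactive show a strong effect at the top dose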
Target sequence (P00811 whole entry, looked up): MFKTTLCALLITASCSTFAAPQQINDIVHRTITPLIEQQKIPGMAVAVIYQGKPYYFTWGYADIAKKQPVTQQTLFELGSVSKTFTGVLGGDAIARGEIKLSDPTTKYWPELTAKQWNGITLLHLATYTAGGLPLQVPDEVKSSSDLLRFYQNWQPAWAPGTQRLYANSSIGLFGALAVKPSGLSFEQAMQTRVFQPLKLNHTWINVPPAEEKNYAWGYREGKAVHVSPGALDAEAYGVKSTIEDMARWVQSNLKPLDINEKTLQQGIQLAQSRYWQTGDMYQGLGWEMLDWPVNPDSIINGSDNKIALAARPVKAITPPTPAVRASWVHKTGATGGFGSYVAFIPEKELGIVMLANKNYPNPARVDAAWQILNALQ
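20 mM phosphate pH 7.0 + 0.01% (detergent screen) or 0.0001% Triton X-100; 5.3 nM AmpC reagent; cpd preinc 15 min RT; nitrocefin (800 uM stock) to start; A480 q20 s × 4 min; Activity was normalised to no-enzyme and no-compound control wells.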
* hit, by the source's call; ? = inconclusive; . = no result given; & = joins results of further samples; [ ] = dose if it differs, or a comment. Unless noted, the call rests on the fitted dose curve; in most records, active means well fitted curve in the direction sought with a large enough effect; inconclusive means small, poorly fitted or top-dose-only effect, or another doubt; inactive means no such curve, though single readings can be large; an effect the other way counts as inactive or inconclusive. Unless noted, on the % scale 0 is the no-effect control and ±100 the full control effect.

no. | compound | Sm TGR block | HCMV inh | Giardia FBPA inh | HCV inh | AMA1 RON2 block | AmpC inh detg
1 | Cc1ccc(S(=O)(=O)NCc2ccc(/C=C(/C#N)C(=O)NCc3ccccc3)o2)cc1 | 7% | -22 | 0% | 6% | 1% | -4%
2 | CCOC(=O)N1CCN(Cc2cn[nH]c2-c2cc3ccccc3o2)CC1 | -1% | -7 | 0% | -1% | 1% | 2%
3 | CCOc1ccc(C(=O)NNC(=O)CCNC(=O)c2ccco2)cc1OC | -7% | -16 | . | 21% | 33%[activator] | -16%
4 | COc1ccc2c(c1)CCc1c(C(=O)NCCN3CCOCC3)noc1-2 | -18% | -6 | -5% | 17% | -8% | 4%
5 | COCCCn1c(C)nnc1-c1cnn(-c2ccccc2)c1N | 24% | -14 | -5% | 3% | 52%[activator] | 2%
6 | O=C(CNS(=O)(=O)c1ccccc1)Nc1ccccc1Br | 3% | -1 | . | 4% | -3% | 8%
7 | Cc1ccc(C)c(S(=O)(=O)N2CCCOC2CNC(=O)C(=O)NCc2ccncc2)c1 (stereo unspecified) | -1% | -11 | 3% | 13% | 7% | 7%
8 | COC(=O)C1=C(c2ccc(F)cc2OCc2ccccc2)C[C@@H]2CC[C@H]1N2C(=O)NCc1cccc(OC)c1 | -2% | -31 | . | ? | -5% | -3%
9 | CCOc1ccc2nc(SCC(=O)N3CCN(C(=O)c4ccco4)CC3)sc2c1 | -10% | -35 | 3% | -3% | -2% | -7%
10 | CCCc1nnc(NC(=O)CSc2nnc(-c3ccco3)n2C)s1 | -24% | -12 | -23% | 1% | 19% | 4%
11 | Cc1ccc(O/C=C2\OC(=O)c3ccccc32)cc1 | -17% | 31 | 2% | 1% | -6% | -15%
12 | Cc1ccc(C)c(SCC(=O)OCC(=O)Nc2ncc(C(F)(F)F)cc2Cl)c1 | -25% | ? | -5% | 6% | 13% | -1%
13 | O=c1oc2cc(O)ccc2cc1S(=O)(=O)c1ccccc1 | -36% | 50 | 18% | -5% | 0% | ?
14 | Cc1ccc(S(=O)(=O)N(C)c2ccc(OC(=O)CN3C(=O)NC(C)(c4ccccc4)C3=O)cc2)cc1C (stereo unspecified) | . | 0 | . | 18% | 0% | .
15 | CCc1cccc(C)c1NC(=O)C1CC=CCC1C(=O)O (stereo unspecified) | . | 2 | 8% | -3% | 0% | 4%
16 | CCSc1cc(N2CCCC2)nc(-c2ccc(C)cc2)n1 | 0% | ? | 1% | ? | 2% | ?
17 | CCCOc1ccc(C2NC(=S)NC(c3ccccc3)=C2C(=O)Nc2ccc(C)cc2)cc1OC (stereo unspecified) | 14% | -19 | 0% | ? | 10% | 6%
18 | CN(Cc1ccccc1)c1nc(N)c([N+](=O)[O-])c(NCc2ccccc2)n1 | -3% | ? | -2% | ? | ? | ?
19 | Cc1ccc(NC2=NC(c3ccc(F)cc3)n3c(nc(C)cc3=O)N2)cc1 (stereo unspecified) | 0% | 14 | -2% | 0% | 3% | 2%
20 | Cc1nn(CC(=O)Nc2nc3ccccc3s2)c(C)c1[N+](=O)[O-] | -1% | 62 | . | -24% | 3% | -5%

3 of the compounds above, with one line to a screen:
#13 O=c1oc2cc(O)ccc2cc1S(=O)(=O)c1ccccc1
#14 Cc1ccc(S(=O)(=O)N(C)c2ccc(OC(=O)CN3C(=O)NC(C)(c4ccccc4)C3=O)cc2)cc1C (stereo unspecified)
#15 CCc1cccc(C)c1NC(=O)C1CC=CCC1C(=O)O (stereo unspecified)

compound no. | 13 | 14 | 15
Sm TGR block | -36% | . | .
HCMV inh | 50 | 0 | 2
Giardia FBPA inh | 18% | . | 8%
HCV inh | -5% | 18% | -3%
AMA1 RON2 block | 0% | 0% | 0%
AmpC inh detg | ? | . | 4%

Some entries already given, reduced to AmpC inh detg, HCV inh and AMA1 RON2 block.
No.	SMILES	AmpC inh detg	HCV inh	AMA1 RON2 block
10	CCCc1nnc(NC(=O)CSc2nnc(-c3ccco3)n2C)s1	4%	1%	19%
11	Cc1ccc(O/C=C2\OC(=O)c3ccccc32)cc1	-15%	1%	-6%
12	Cc1ccc(C)c(SCC(=O)OCC(=O)Nc2ncc(C(F)(F)F)cc2Cl)c1	-1%	6%	13%
13	O=c1oc2cc(O)ccc2cc1S(=O)(=O)c1ccccc1	?	-5%	0%
14	Cc1ccc(S(=O)(=O)N(C)c2ccc(OC(=O)CN3C(=O)NC(C)(c4ccccc4)C3=O)cc2)cc1C (stereo unspecified)	.	18%	0%
15	CCc1cccc(C)c1NC(=O)C1CC=CCC1C(=O)O (stereo unspecified)	4%	-3%	0%
16	CCSc1cc(N2CCCC2)nc(-c2ccc(C)cc2)n1	?	?	2%

The list goes on:
no. | compound | Sm TGR block | HCMV inh | Giardia FBPA inh | HCV inh | AMA1 RON2 block | AmpC inh detg
21 | COc1ccc(Nc2ccc(C(N)=O)cc2[N+](=O)[O-])cc1 | -1% | -2 | -4% | -1% | -5% | 0%
22 | COC(=O)NNC(=O)C1CCC(C(=O)NNC(=O)OC)CC1 (stereo unspecified) | -9% | 4 | 1% | 34%[activator] | 0% | -7%
23 | O=C(CN1C(=O)NC2(CCCCCC2)C1=O)NCc1ccco1 | -2% | 14 | 6% | 7% | -4% | 2%
24 | COc1cc(NC(=O)CN2CCN(c3ccccc3F)CC2)cc(OC)c1 | 7% | -14 | 0% | ? | -7% | ?
25 | C[C@H](CO)N1C[C@H](C)[C@@H](CN(C)C(=O)Nc2ccccc2)Oc2c(NC(=O)Nc3ccccc3)cccc2C1=O | . | 20 | . | -12% | -5% | .
26 | CCOC(=O)c1c(C)[nH]c(C)c1C(=O)CSc1nc2ccccc2c(=O)n1-c1ccc(F)cc1 | -18% | -6 | -9% | ? | -10% | ?
27 | CC(=O)N[C@@H](Cc1c[nH]c2ccccc12)C(=O)OCC(=O)NCc1ccc2c(c1)OCO2 | 7% | 16 | 4% | -3% | -7% | 9%
28 | COc1cc(C2NC(=O)NC(C)=C2C(=O)Nc2cccc(C)c2C)cc(OC)c1OC (stereo unspecified) | -6% | 35 | -9% | -4%&13% | 7% | -4%
29 | COc1ccc(N2CCN(CC(O)COc3cc(C)cc(C)c3)CC2)cc1 (stereo unspecified) | -19% | -21 | -7% | -16% | -19% | -7%
30 | O=C(CN1C(=O)NC2(CCCC2)C1=O)Nc1ccc(F)c([N+](=O)[O-])c1 | -20% | 4 | 4% | -11% | 3% | -6%
31 | COc1ccc(Br)cc1S(=O)(=O)N1CCN=C1c1ccccc1 | -3% | 29 | . | -18% | 12% | -5%
32 | COCCOC(=O)C1=C(C)NC(=O)NC1c1ccc(Cl)cc1 (stereo unspecified) | 4% | -4 | 2% | 3% | 12% | ?
33 | COc1ccc(NC(=O)NC2CCCc3ccccc32)c(OC)c1 (stereo unspecified) | -2% | -5 | 11% | ? | -2% | -12%
34 | O=S(=O)(/N=C(/c1ccccc1)N1CCOCC1)c1ccc(F)cc1F | . | -1 | . | -3% | 2% | .
35 | O=c1[nH]cc(N2CCCCCC2)c(=O)[nH]1 | -33% | 4 | -24% | 8% | -11% | 4%
36 | Cc1cc2oc(C(=O)Nc3c(C)n(C)n(-c4ccccc4)c3=O)c(C)c2cc1Cl | -3% | 2 | 19% | 11% | 5% | -9%
37 | COc1ccccc1Nc1ncnc2nc[nH]c12 | -5% | 16 | -7% | 6% | 12% | 6%
38 | O=C1c2ccccc2-c2nccnc21 | -1% | 63 | -8% | 25% | -21% | -11%
39 | CCN(CC(=O)Nc1ccc(NC(C)=O)cc1)C(=O)Cc1c(Cl)cccc1Cl | -19% | 1 | . | . | -13% | -2%
40 | O=c1[nH]c(NCCO)c(N=Cc2ccccc2)c(=O)[nH]1 | . | -4 | . | -5% | 14% | .

(next part)
no. | compound | Sm TGR block | HCMV inh | Giardia FBPA inh | HCV inh | AMA1 RON2 block | AmpC inh detg
41 | Cc1ccc(Cn2c(C)c(CNC(C)c3ccccc3)c(C(=O)O)c2C)cc1 (stereo unspecified) | -11% | 9 | . | . | . | 3%
42 | COc1ccc(-c2cc(C(F)(F)F)nc(NCCc3ccccc3)n2)cc1OC | -1% | -19 | . | . | . | 19%
43 | O=C(NCc1csc(-c2ccccc2)n1)c1cc(F)cc2c1OCOC2 | -2% | 79 | 2% | -4% | -5% | -3%
44 | COc1ccc(C=Nc2cccc3c(=O)[nH][nH]c(=O)c23)c2ccccc12 | 4% | 72 | -29% | -22% | 1% | 4%
45 | O=C(NCc1ccncc1)C(=O)NCC(c1ccco1)N1CCN(c2ccc(F)cc2)CC1 (stereo unspecified) | 7% | 0 | 1% | -9% | -18% | 11%
46 | CC(=O)N1N=C(c2ccccc2)CC1c1ccc(F)cc1 (stereo unspecified) | -6% | 13 | 17% | -5% | -5% | ?
47 | COc1ccc(C(=O)Nn2cnnc2)cc1 | 10% | -10 | 2% | 5% | ? | 0%
48 | CN(CCn1ccnc1)C(=O)CC1C(=O)NCCN1Cc1ccccc1C(F)(F)F (stereo unspecified) | -3% | 3 | -8% | 18% | -23% | -2%
49 | COc1ccc(CCNS(=O)(=O)c2ccc(-n3cnnn3)cc2)cc1OC | -2% | 75 | -2% | 19% | 2% | -10%
50 | CC(=O)c1cc2c(cc1NC(=O)c1cnc(C)cn1)OCO2 | -30% | 39 | 0% | 18% | 10% | -7%
51 | Cc1cc(C)cc(N2CC(O)=C(c3nc4ccccc4c(=O)[nH]3)C2=N)c1 | 6% | -10 | -14% | 22µM* | 3% | 2%
52 | CC1CCc2c(sc(/N=C/c3ccco3)c2C(N)=O)C1 (stereo unspecified) | ? | 34 | -18% | 11% | -17% | 2%
53 | CCCCOc1ccc(C(=O)NCC(=O)NCCOc2ccc(C)cc2)cc1 | 4% | 0 | . | 3% | 4% | -10%
54 | Cc1cc(C(=O)NCCC(c2ccccc2)c2ccccc2)c(C)o1 | ? | 3 | -22% | ? | 3% | 2%
55 | CCCC(=O)N=C1SC2CS(=O)(=O)CC2N1c1ccc(C(C)=O)cc1 (stereo unspecified) | 2% | -21 | -5% | 11% | -5% | ?
56 | Cc1cc(C)cc(N2C(=O)CC(Sc3ccccc3C(=O)O)C2=O)c1 (stereo unspecified) | 1.3µM* | 20 | 7% | 29% | 14% | -2%
57 | COc1ccc(CCNC(=O)c2c(O)nc3ccccn3c2=O)cc1 | 2% | -38 | . | . | . | -2%
58 | CC12CCC(=O)N1C(C(=O)OCC(=O)Nc1cc(S(=O)(=O)N3CCCCC3)ccc1Cl)CS2 (stereo unspecified) | -3% | -14 | -2% | 7% | 22%[11.6 µM] | 8%

Source: PubChem (National Center for Advancing Translational Sciences (NCATS))
